PAX8 reporter – lowers PAX8-driven luciferase in RMG-I cells; AID 652154; hit rate 1.2% among 360,000; RMG-I TPO-luciferase reporter, SteadyGlo, 24 h; inhibition, % at 12.6 µM;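 active means mean replicate inhibition at least 60% with every replicate also reaching 60%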;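 further: luciferase light reporting Pax8 driven TPO promoter activity; plate controls were median of neutral control wells for no effect and mitoxantrone controls for full effect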
S100A4 inh HTS – blocks human S100A4 binding to myosin IIA peptide; P26447; S100A4/TAMRA-MyoIIA peptide fluorescence polarization; inhibition, % at 10.7 µM; hit rate 0.14% among 360,000; AID 652163;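 active means mean inhibition of at least 70% across replicates, with every replicate also reaching that level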
Target sequence (P26447 whole entry, looked up): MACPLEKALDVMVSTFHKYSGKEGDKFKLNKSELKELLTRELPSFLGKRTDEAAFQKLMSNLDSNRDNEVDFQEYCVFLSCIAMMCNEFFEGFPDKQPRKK
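Test system: S100A4 monomer protein. Medium: HEPES buffer with Ca2+, pH 7.2. Reagent: fluorescent myosin IIA peptide, 5 nM. Compound dosing: single-point compound testing. Timing: 5 min between mix addition and reading. Benchmarks: DMSO neutral and TFP positive wells.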
ERAP1 inh – ERAP1 (human) enzyme inhibition. recombinant ERAP1, Leu-AMC fluorescence, 60 min. Q9NZ08. inhibition, % at 10.7 µM. hit rate 0.15% among 340,000. AID 652197;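 active means mean replicate inhibition of at least 30%, or all replicates individually reaching that 30% level; inactive means mean below 30% and not every replicate reaching it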;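 further: 0% = neutral control wells and 100% = L-leucinethiol positive control wells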
Target sequence (Q9NZ08 whole entry, looked up): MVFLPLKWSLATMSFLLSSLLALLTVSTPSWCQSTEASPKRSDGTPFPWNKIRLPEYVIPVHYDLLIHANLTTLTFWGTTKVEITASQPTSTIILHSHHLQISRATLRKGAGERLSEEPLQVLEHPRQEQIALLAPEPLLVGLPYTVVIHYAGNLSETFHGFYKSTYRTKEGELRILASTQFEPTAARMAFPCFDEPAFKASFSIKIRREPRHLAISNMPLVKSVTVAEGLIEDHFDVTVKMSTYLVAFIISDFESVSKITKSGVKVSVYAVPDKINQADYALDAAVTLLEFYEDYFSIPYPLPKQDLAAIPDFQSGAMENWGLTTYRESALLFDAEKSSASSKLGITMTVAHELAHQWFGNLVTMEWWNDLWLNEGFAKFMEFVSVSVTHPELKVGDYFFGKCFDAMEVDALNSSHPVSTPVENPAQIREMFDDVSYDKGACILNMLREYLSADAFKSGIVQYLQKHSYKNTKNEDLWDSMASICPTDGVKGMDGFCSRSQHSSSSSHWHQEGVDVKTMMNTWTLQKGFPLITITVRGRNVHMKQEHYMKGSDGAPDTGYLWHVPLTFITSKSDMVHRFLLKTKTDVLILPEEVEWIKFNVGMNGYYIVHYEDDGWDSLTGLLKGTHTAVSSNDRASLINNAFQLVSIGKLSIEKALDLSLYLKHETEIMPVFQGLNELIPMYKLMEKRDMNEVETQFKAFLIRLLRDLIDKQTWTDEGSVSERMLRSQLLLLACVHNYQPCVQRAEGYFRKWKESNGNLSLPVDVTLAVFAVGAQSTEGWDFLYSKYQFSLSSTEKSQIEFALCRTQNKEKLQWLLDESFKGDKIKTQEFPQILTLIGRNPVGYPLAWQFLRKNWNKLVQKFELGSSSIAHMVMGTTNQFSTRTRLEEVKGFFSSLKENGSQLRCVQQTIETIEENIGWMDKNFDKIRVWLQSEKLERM
LGR2 antag – blocks bursicon-induced cAMP signaling via Drosophila LGR2 | HEK293 LGR2, CRE-luciferase, bursicon-stimulated, 4 h | inhibition, % at 9.99 µM | hit rate 0.35% among 380,000 | AID 720647;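 active means drop in luminescence signal, shown as inhibition above about 50% in the replicate tests, limit read from the data, passing the limit was not always enough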;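 further: agonist challenge used bursicon conditioned medium at about half maximal strength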
PglD inh – PglD (C. jejuni) enzyme inhibition | hit rate 0.098% among 360,000 | AID 602405 | inhibition, % at 12.5 µM | purified PglD enzyme, DTNB colorimetric CoA detection; in the data active means inhibition above about 16%, passing the limit was not always enough; further: strong numbers were not always called active
PGC1a acetyl inh – PGC1a acetylation modulation, inhibitor mode | inhibition, % at 15.6 µM | AID 651687 | U2OS PGC1a acetylation, AlphaScreen anti-acetyl-lysine; with virally co-expressed GCN5 acetyltransferase | hit rate 0.17% among 350,000;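 active means every replicate shows inhibition of at least 40%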;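 further: 0% = neutral control wells and 100% = positive control wells; some results beyond the cut were filed as inactive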
EWS-Fli block – blocks EWS/Fli oncoprotein-driven transcription; A673 NR0B1-luciferase reporter, viability-normalised; inhibition, % at 12.6 µM; hit rate 0.67% among 350,000; AID 651661;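 active means mean inhibition of at least 50% after viability correction, with every replicate also passing that limit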;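 further: firefly luciferase signal divided by Alamar Blue viability fluorescence both relative to DMSO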
FN deposit inh – fibronectin deposition inhibition; AH1F fibroblasts, Alexa488-fibronectin deposition fluorescence, overnight; inhibition, % at 12.6 µM; hit rate 0.086% among 350,000;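 active means mean inhibition across replicates of 30% or more, regardless of how many single replicates reach that level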;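 further: positive control wells lacked labelled fibronectin entirely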
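Assay system: AH1F fibroblast monolayer, labelled fibronectin deposition. Amount: 10000 cells per well. Also added: labelled fibronectin 24 nM. Compound: single-point pinned compound. Incubation: cell attachment 1 h, compound and FN exposure overnight. Detection: fluorescence after three HBSS washes, excitation 485 nm, emission 525 nm. Read-out: inhibition of fibronectin deposition signal.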
Numbers without * were called inactive; . = not tested or not shown; & = joins results of further samples.

Keys: A = PAX8 reporter; B = S100A4 inh HTS; C = ERAP1 inh; D = LGR2 antag; E = PglD inh; F = PGC1a acetyl inh; G = EWS-Fli block; H = FN deposit inh
(1) COc1cc2[nH]c(C(=O)N(C)C3CCS(=O)(=O)C3)cc2c(OC)c1OC (stereo unspecified)
  A: -8; B: -1; C: 1; D: -18; E: -2; F: -4; G: 2; H: 2
(2) COC(=O)c1sc2nc3c(cc2c1N)CCCC3
  A: -206; B: 29; C: 1; D: -12; E: .; F: -1; G: -56; H: 2
(3) CCc1nc(Nc2ccccc2O)c2oc3ccccc3c2n1
  A: -10; B: -4; C: 2; D: 18; E: -3; F: 8; G: -10; H: -5
(4) CCCc1cc(=O)oc2cc(C)cc(OCC(=O)NC(Cc3ccc(Cl)cc3)C(=O)O)c12 (stereo unspecified)
  A: .; B: -10; C: 4; D: 16; E: -4; F: 6; G: 7; H: .
(5) COc1ccc(N2CCN(C(=O)C3CCN(C(=O)c4ccc([N+](=O)[O-])cc4)CC3)CC2)cc1
  A: -10; B: 0; C: -1; D: 6; E: -1; F: .; G: .; H: -5
(6) CCNC(=O)[C@@H]1[C@@H](CO)[C@@H]2Cn3c(ccc(-c4ccncc4)c3=O)[C@H]1N2CC1CC1
  A: 2; B: -3; C: 1; D: 1; E: 1; F: .; G: -4; H: .
(7) CC(=O)c1ccc2c(c1)N(C)c1ccccc1S2
  A: -30; B: .; C: .; D: .; E: -6; F: -13; G: .; H: 11
(8) O=C(NCc1ccccn1)C1CCN(S(=O)(=O)c2cccs2)CC1
  A: .; B: 2; C: 1; D: -3; E: .; F: 11; G: 8; H: .
(9) CC(C)Oc1ccc(C2CC(=O)N(c3ccc(C(=O)O)cc3)C2=O)cc1 (stereo unspecified)
  A: -15; B: -15; C: 4; D: -21; E: -5; F: 1; G: 4; H: -2
(10) COc1ccc(NC(=O)c2ccc(CN3CCc4ccccc4C3)cc2)cc1OC
  A: 3; B: -2; C: -1; D: -12; E: 3; F: 6; G: -10; H: -9
(11) CNC[C@H]1Oc2cc(C#CC3CCCC3)ccc2S(=O)(=O)N([C@H](C)CO)C[C@H]1C
  A: -6; B: -36; C: -6; D: 27; E: 1; F: -11; G: -11; H: 14
(12) CN(Cc1ccccc1)C(=O)CN(Cc1ccccc1)S(C)(=O)=O
  A: 5; B: .; C: .; D: .; E: 5; F: -17; G: .; H: 3
(13) CN1C(=O)c2cc(NC(=O)c3ccc(F)cc3)ccc2OC[C@H]2O[C@@H](CC(=O)N3CCOCC3)CC[C@H]21
  A: -4; B: 4; C: 1; D: 18; E: 1; F: 0; G: -5; H: 1
(14) COCC(=O)Nc1ccc2c(c1)OC[C@@H](C)N(Cc1cccc(F)c1)C[C@@H](C)[C@@H](OC)CN(C)C2=O
  A: .; B: 9; C: 2; D: 10; E: 6; F: -1; G: -2; H: 9
(15) Cc1cccc(NC(=O)CCNC(=O)c2ccc(Br)cc2)c1C
  A: -6; B: -15; C: -1; D: 7; E: -45; F: 2; G: 14; H: -1
(16) FC(F)Sc1ccc(NC(=S)NC(c2ccccc2)c2ccccc2)cc1
  A: 2; B: -3; C: -2; D: 44; E: .; F: .; G: 38; H: -1
(17) CN1C(=S)SC(C)(C)C1N(O)C(=O)Nc1ccc(Cl)cc1 (stereo unspecified)
  A: -7; B: -9; C: 0; D: .; E: .; F: 0; G: -11; H: 8
(18) O=c1cc(CN2CCN(c3ccccc3F)CC2)c2ccccc2o1
  A: 1; B: -7; C: 5; D: 15; E: 5; F: -2; G: 18; H: 1
(19) O=C(C[C@@H]1CC[C@H](NC(=O)c2ccc3c(c2)OCO3)[C@@H](CO)O1)NCc1ccc(Cl)cc1
  A: 8; B: 8; C: -2; D: -10; E: -3; F: 1; G: 2; H: .
(20) CCNC(=O)C[C@@H]1C=C[C@@H](NC(=O)C2CC2)[C@@H](CO)O1
  A: -1; B: -8; C: 0; D: 2; E: -2; F: 5; G: 3; H: 1
(21) NC(=S)Nc1c(Cl)cccc1Cl
  A: -30; B: 5; C: .; D: -6; E: .; F: .; G: 1; H: 18
(22) N#CCn1cnc2sc(-c3ccccc3)cc2c1=O
  A: -68; B: 1; C: 5; D: -32; E: .; F: -23; G: -32; H: 17
(23) COc1ccc(-c2cc3c(o2)CCCC3OCCN2CCOCC2)cc1 (stereo unspecified)
  A: -68; B: 17; C: .; D: -52; E: .; F: .; G: -68; H: .
(24) CCOC(=O)c1ccc(NS(=O)(=O)c2ccc3c(c2)n(C)c(=O)n3C)cc1
  A: -13; B: -4; C: -2; D: -15; E: -8; F: .; G: 4; H: 1
(25) COc1ccc(-c2nc(NCCCN(C)C)c3ccccc3n2)cc1
  A: -21; B: -5; C: -1; D: -20; E: -2; F: -10; G: -73; H: -1
(26) Cc1ccccc1N1CC(=O)N(c2ccccc2C)CC1=O
  A: 5; B: .; C: .; D: .; E: 4; F: 8; G: .; H: 1
(27) O=C(O)c1cnn(-c2nc(-c3cccc(F)c3)cs2)c1C(F)(F)F
  A: 8; B: 3; C: -4; D: .; E: .; F: 6; G: -1; H: -3
(28) O=C(C[C@@H]1CC[C@H](NC(=O)c2ccc3c(c2)OCO3)[C@H](CO)O1)NCc1ccc(Cl)cc1
  A: 10; B: 3; C: -7; D: 4; E: -2; F: 3; G: 2; H: .
(29) CC(CC(=O)Nc1ccc(F)cc1F)S(=O)(=O)c1ccc2c(c1)NC(=O)CO2 (stereo unspecified)
  A: -9; B: 1; C: 4; D: 7; E: -6; F: -13; G: 2; H: -16
(30) COC(=O)c1cc2c(c3c4ccccc4n(S(=O)(=O)c4ccccc4)c13)C(=O)N(Cc1ccc(N(C)C)cc1)C2
  A: 8; B: 0; C: -1; D: .; E: .; F: .; G: 8; H: 2
(31) O=C(Nc1ccc(Cl)cc1)N[C@H]1CC[C@H](CCn2cc(C3(O)CCCC3)nn2)O[C@@H]1CO
  A: 12; B: 3; C: 0; D: 2; E: 3; F: 7; G: 0; H: .
(32) COc1ccc(CN2CCOCCOCCOCCOCCOCC2)cc1
  A: -9; B: -4; C: 0; D: 4; E: .; F: .; G: -3; H: 9
(33) O=C(CSc1nc2ccccc2o1)NCC1CCCO1 (stereo unspecified)
  A: -11; B: -5; C: 2; D: 7; E: -2; F: .; G: -5; H: -1
(34) CN(Cc1ccc(Cl)cc1)C(=O)COC(=O)c1ccc(-c2ccc(O)cc2)cc1
  A: -6; B: 2; C: -2; D: -20; E: 2; F: .; G: 10; H: 3
(35) C[C@H]1CN([C@@H](C)CO)S(=O)(=O)c2ccc(-c3cccc(C#N)c3)cc2O[C@H]1CN(C)Cc1cccc(F)c1
  A: 11; B: 5; C: 3; D: 25; E: -1; F: -23; G: 21; H: 1
(36) OC1(C#CCN2CCOCC2)CCCCC1
  A: -7; B: 6; C: 12; D: 16; E: .; F: .; G: 3; H: 6
(37) Cc1ccccc1-c1ccc([C@H]2[C@H](CO)N3C(=O)CN(C(=O)c4ccc(F)cc4)C[C@@H]23)cc1
  A: .; B: 5; C: -2; D: 12; E: .; F: -6; G: 4; H: .
(38) CCCn1c(N)c(N(CCOC)C(=O)CSc2cc(C)c3cccc(C)c3n2)c(=O)[nH]c1=O
  A: 2; B: -2; C: 0; D: 3; E: -1; F: 2; G: 6; H: -8
(39) CN(C)CCn1cnc2c1c(=O)[nH]c(=O)n2Cc1ccccc1
  A: -28; B: -2; C: 0; D: -26; E: -1; F: -1; G: 14; H: -2
(40) C[C@@H]1CN([C@@H](C)CO)C(=O)c2cc(-c3ccncc3)cnc2O[C@H]1CN(C)C(=O)c1ccc(F)cc1
  A: .; B: 5; C: 0; D: -5; E: 0; F: 5; G: -12; H: 0
(41) O=C(C[C@@H]1C[C@@H]2c3cc(NC(=O)C4CCC4)ccc3O[C@@H]2[C@@H](CO)O1)NCc1ccccc1
  A: 4; B: 3; C: 4; D: -2; E: 0; F: -7; G: 4; H: -2
(42) O=C(CN1C(=O)C2C3C=CC(C3)C2C1=O)Nc1ccc(F)cc1 (stereo unspecified)
  A: -11; B: 1; C: -2; D: 7; E: .; F: .; G: -7; H: 0
(43) CCSc1nnc(NC(=O)c2cccc3ccccc23)s1
  A: -13; B: 1; C: 8; D: -7; E: 3; F: 5; G: -10; H: -5
(44) C[C@H](CO)N1C[C@H](C)[C@@H](CN(C)S(=O)(=O)c2ccccc2)Oc2c(NC(=O)C3CCCCC3)cccc2C1=O
  A: 6&12; B: 2&-4; C: 3&0; D: 4&1; E: 12&-3; F: 4&-6; G: 14&6; H: 18
(45) O=C(NCC1CCCO1)C(C(=O)c1ccccc1)n1cc(Cl)ccc1=O (stereo unspecified)
  A: -27; B: .; C: .; D: .; E: 3; F: -7; G: .; H: -5
(46) CCCC(=O)Nc1ccc2c(c1)C(=O)N(C)C[C@@H](OC)[C@H](C)CN(C(=O)CN1CCOCC1)[C@H](C)CO2
  A: 1; B: 32; C: 7; D: 18; E: 1; F: -7; G: 7; H: 10
(47) O=C(CN1CCN(Cc2ccccc2)C1=O)NCCCN1CCOCC1
  A: 0; B: -2; C: 2; D: -7; E: -2; F: 12; G: 1; H: -2
(48) COc1ccc(CNC(=O)/C(C)=C\C(=O)O)cc1
  A: 2; B: -1; C: 0; D: .; E: .; F: .; G: -5; H: 3
(49) CN(C)C(CNC(=O)c1cccc(C#N)c1)c1ccco1 (stereo unspecified)
  A: 4; B: -4; C: -1; D: 4; E: -1; F: .; G: -9; H: 14
(50) C#CCn1c(O)c(N=NC(=O)CNC(=O)/C=C/c2ccccc2)c2ccccc21
  A: 16; B: 1; C: 2; D: 25; E: 5; F: .; G: 2; H: 1

Remaining list, next part
Keys: A = PAX8 reporter; B = S100A4 inh HTS; C = ERAP1 inh; D = LGR2 antag; E = PglD inh; F = PGC1a acetyl inh; G = EWS-Fli block; H = FN deposit inh
(51) CCOC(=O)[C@@H]1[C@H]2COc3ccccc3[C@@H]2N2C(=O)N(c3cccc(F)c3)C(=O)[C@]12C
  A: 9; B: -16; C: 1; D: -2; E: 0; F: 4; G: 3; H: -2
(52) CC1(NC(=O)N2CCCCC2)CCS(=O)(=O)C1 (stereo unspecified)
  A: -33; B: .; C: .; D: .; E: -1; F: 15; G: .; H: 8
(53) CCCNC(=O)[C@H]1[C@H](CO)[C@H]2Cn3c(ccc(-c4ccc(OC)cc4)c3=O)[C@@H]1N2CC
  A: .; B: -2; C: 2; D: 19; E: .; F: 0; G: -5; H: .
(54) O=C(CN(Cc1ccc(Br)cc1)S(=O)(=O)c1ccccc1)NCc1ccncc1
  A: .; B: -3; C: 0; D: -3; E: 7; F: -4; G: 6; H: -2
(55) CCOC(=O)N1CCN(S(=O)(=O)c2ccc(OC)c(C(=O)N3CCCCC3)c2)CC1
  A: 8; B: 13; C: 5; D: -5; E: 2; F: -2; G: 12; H: -4
(56) CC(C)CCOP(=O)(c1ccc(N(C)C)cc1)C(O)c1ccc(Cl)cc1Cl (stereo unspecified)
  A: -4; B: -3; C: -2; D: 14; E: .; F: .; G: 24; H: -1
(57) CN1CCN(c2ncnc3c2ncn3[C@H]2CN(Cc3ccc(Cl)cc3)C[C@@H](CO)O2)CC1
  A: -15; B: 3; C: 19; D: -6; E: 3; F: .; G: 3; H: -1
(58) O=C(NCc1cccc(F)c1)C1CCC(=O)N(CC2CCCCC2)C1 (stereo unspecified)
  A: 2; B: -9; C: 0; D: 14; E: -2; F: 5; G: 5; H: .
(59) COc1ccccc1C(=O)Nc1nnc([C@H]2C[C@H](O)[C@@H](CO)O2)s1
  A: -6; B: -2; C: 2; D: -9; E: 1; F: .; G: -5; H: .
(60) COc1ccc(OC)c(C(C)NC=O)c1 (stereo unspecified)
  A: .; B: -4; C: -4; D: 7; E: -2; F: 3; G: 0; H: .

From PubChem
